KOR beta-arrestin-1 – KOR antagonists, beta-arrestin recruitment, cell-based, luminescence, uHTS (AID 1778) | KOR beta-arrestin recruitment, luminescence, antagonist mode; higher % means a stronger effect | one-dose inhibition, % at 10 µM; IC50 in µM for titrated hits | 0.091% of 290,000 active; note: strong numbers were not always called active
human PMI inhibitors – MPI inhibition at elevated mannose 6-phosphate – biochemical, fluorescence intensity, high mannose 6-phosphate, primary screen (AID 1220). recombinant PMI enzyme, coupled fluorescence intensity; higher % means a stronger effect. inhibition, % at 20 µM; hits with a dose series show IC50 in µM. 0.66% of 190,000 active
NOD2 inhibition – NOD2 signaling inhibitors, cell-based, luminescence, uHTS, HEK293 (AID 1566). 0.63% of 290,000 active. inhibition, % at 4 µM; hits with a dose series show EC50 in µM. HEK293 NOD2/NF-kB luciferase reporter, luminescence; higher % means a stronger effect; note: many of its hits are not listed in these tables
NOD1 inhibition – NOD1 signaling inhibitors, primary screen, cell-based, luminescence, uHTS (AID 1578); NOD1-driven NF-kB luciferase reporter cells, luminescence; higher % means a stronger effect; 1% of 290,000 active; inhibition, % at 4 µM, or EC50 in µM where a hit was titrated; in the data active = inhibition mostly above about 36%, no sharp cut-off; inactive = mostly below about 34%;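 note: HEK-293T reporter cells stimulated with the NOD1 agonist gamma-tri-DAP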
KOR beta-arrestin-2 – KOR agonists, beta-arrestin recruitment, primary screen, cell-based, luminescence, uHTS (AID 1777). KOR beta-arrestin recruitment, luminescence; higher % means a stronger effect. 0.02% of 280,000 active. activation, % at 10 µM, or EC50 in µM where a hit was titrated; in the data active = activation above about 50%, passing the limit was not always enough; note: a part of the inactive calls stands beside numbers as strong as those of hits
PMI inhibitors – inhibitors of human PMI, primary screen, biochemical, fluorescence intensity, coupled assay (AID 1209). 0.42% of 190,000 active. purified PMI enzyme, coupled fluorescence intensity; higher % means a stronger effect. one-dose inhibition, % at 20 µM; IC50 in µM for titrated hits;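 note: plate controls were DMSO vehicle for no effect and wells lacking substrate for full effect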
XIAP antagonists – small molecules displacing peptide from XIAP – biochemical, IAP family, fluorescence polarization (AID 1018). XIAP BIR domain, fluorescence polarization peptide displacement; higher % means a stronger effect. one-dose displacement, % at 20 µM; IC50 in µM for titrated hits. 0.007% of 200,000 active; in the data active = displacement above about 50%; note: a part of the inactive calls stands beside numbers as strong as those of hits
LYP inhibition – inhibitors of LYP phosphatase, biochemical, fluorescence intensity, uHTS (AID 1779) | recombinant LYP phosphatase, fluorescence intensity; higher % means a stronger effect | inhibition, % at 11.5 µM, or IC50 in µM where a hit was titrated | 0.054% of 290,000 active;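 note: plate controls were vehicle with enzyme for no effect and no enzyme for full effect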
TNAP activation fold – human TNAP enzyme activators, primary screen, biochemical, luminescent, no phosphate acceptor, uHTS (AID 1001). 0.03% of 200,000 active. purified TNAP, luminescent activation assay, no phosphate acceptor; higher activation fold means a stronger effect. activation fold at 20 µM, or EC50 in µM where a hit was titrated; in the data active = activation fold from about 3, or a potency from the dose series; inactive = the rest, 99 in 100 with activation fold below about 1.6; note: many of its hits are not listed in these tables
Starred values were filed as active, the others as inactive; x = no result given; [ ] = remark or other dose. Cut-off read from the data, not from the text of the source, unless noted: active = inhibition above about 50%; inactive = the rest. This is a subset (hit frequency here may not be typical).

KOR beta-arrestin-1,human PMI inhibitors,NOD2 inhibition,NOD1 inhibition,KOR beta-arrestin-2,PMI inhibitors,XIAP antagonists,LYP inhibition,TNAP activation fold,structure
-6%,4%,5%,20%,6.0%,11%,-4.4%,-5%,1.1,CCOc1ccc(C2=C(C=Nc3c(C)n(C)n(-c4ccccc4)c3=O)C(c3ccc(F)cc3)c3ccccc3O2)cc1 (configuration not stated)
-140%[20 µM],10%,-21%,-17%,4.5%,5%,-7.6%,-4%,1,Cc1ccc2nc(-c3ccncc3)cc(C(=O)NCCc3ccc(F)cc3)c2c1
-13%,x,-72%,-86%,-3.7%,x,x,-6%,x,COc1ccccc1C1N=C(c2ccccc2C)NO1 (configuration not stated)
5%,x,20%,2%,-3.1%,x,x,-10%,x,O=C(C1CCCN(S(=O)(=O)c2ccc(F)cc2)C1)N1CCCCC1 (configuration not stated)
-41%,x,-6%,-10%,2.4%,x,x,-12%,x,COc1ccc(NC(=O)NCCCCc2ccccc2)cc1OC
-55%,4%,-46%,-23%,5.7%,-8%,-5.4%,-4%,1,Cc1cccc(Nc2cc(C)c3c(O)cccc3n2)c1C
12%,8%,-4%,-23%,10%,3%,-4.2%,-6%,1.1,CCN=C(Nc1ccc2c(c1)OCO2)SC1CC(=O)N(c2ccccc2F)C1=O (configuration not stated)
25%,x,4%,-14%,3.0%,x,x,-8%,x,Cc1cc(C(=O)NCc2ccc(Cl)cc2)n(-c2ccccc2)n1
-22%,x,-3%,7%,1.2%,x,x,-4%,x,CC(=O)N(c1ccc(N(C(C)=O)S(=O)(=O)c2ccccc2)cc1)S(=O)(=O)c1ccccc1
-27%,15%,-8%,-30%,15%,9%,-3.1%,2%,1.1,Cc1cc(C(=O)COC(=O)CNC(=O)c2ccc(F)cc2)c(C)n1Cc1ccco1
-6%,x,-132%,-73%,3.7%,x,x,-9%,x,CCc1cc(C(=O)Nc2ncccc2O)sc1C
12%,7%,3%,-64%,11%,0%,1.5%,-2%,1,CC1CCN(c2ccc(N3C(=O)C4CCCCC4C3=O)cc2[N+](=O)[O-])CC1 (configuration not stated)
20%,2%,-5%,-47%,-1.2%,1%,-12%,2%,1.1,Cc1nc2ccc(Nc3ccncc3)cc2s1
-5%,10%,-15%,9%,-5.9%,14%,-7.2%,4%,1.1,Cc1nn(Cc2ccccc2)c(C)c1C(=O)OCC(=O)c1cc(C)n(CC(F)(F)F)c1C
3%,-11%,8%,-41%,3.8%,-15%,-5.7%,2%,0.7,C=CCN(CC=C)C(=O)COC(=O)c1n[nH]c2ccccc12
17%,-9%,-1%,-30%,-0.3%,-5%,-3.6%,-5%,1,CCCCc1cc(=O)oc2cc(OCC(=O)N3CCc4ccccc43)ccc12
2%,-4%,-7%,-9%,-2.0%,-4%,-2.9%,-4%,1,O=c1nc(-c2ccccc2)c2cc(Cl)ccc2[nH]1
-1%,6%,13%,-39%,0.9%,-11%,-2.0%,-8%,1.1,Cc1ccc(C(=O)O)cc1NC(=O)CN1C(=O)C2C3c4ccccc4C(Br)(c4ccccc43)C2C1=O (configuration not stated)
-24%,-19%,1%,10%,-1.0%,-10%,-4.4%,-5%,1.2,CC(C)(C)C1=Nn2c(nnc2-c2ccccn2)SC1
61%,34%,-19%,-29%,0.2%,12%,-1.3%,2%,1,CCOc1ccc(NCc2nc3ccccc3n2CCOc2ccccc2)cc1
24%,17%,-3%,9%,6.1%,16%,-4.7%,5%,1,Cc1cc(C)c(Cn2cnc(-c3ccc([N+](=O)[O-])cc3)c2)c(C)c1
-2%,6%,13%,-17%,-2.9%,11%,-3.5%,-4%,1,Cc1ccc(C2=NN(CC(=O)NCc3ccccn3)C(=O)CC2)cc1
-33%,x,11%,-13%,-3.7%,x,x,-10%,x,COc1ccc(/C=C2\SC(=S)N(CCC(=O)Nc3ccccn3)C2=O)cc1OC
-20%,0%,10%,0%,0.3%,2%,-0.6%,-9%,1.1,O=C(O)CNC(=O)c1ccc(S(=O)(=O)N2CCOCC2)cc1
24%,-2%,-5%,12%,7.3%,-1%,-1.8%,-2%,1.1,Cc1cc(C)c2c(c1)/C(=N/NC(=O)c1cc(C)oc1C)CCC2
12%,2%,-49%,11%,0.6%,0%,-5.0%,-2%,0.4,COc1ccc(-c2nc(SCc3ccccc3)n(S(C)(=O)=O)n2)cc1
-37%[20 µM],x,-12%,-19%,x,x,x,-8%,x,CC(=O)N1CCN(CC(=O)Nc2cc(F)ccc2C)CC1
-19%,x,-12%,-12%,1.2%,x,x,-9%,x,Cc1nn(CC(=O)NCCN2CCCCC2C)c(=O)c2cc(-c3ccccc3)nn12 (configuration not stated)
6%,12%,23%,-5%,3.6%,14%,-5.6%,-5%,1.1,Clc1ccccc1CO/N=C1\CCCc2nonc21
8%,11%,-1%,-19%,-1.3%,6%,-4.7%,-2%,1.1,CCn1cc(C(=O)O)c(=O)c2cc(Br)ccc21
-4%,1%,14%,-16%,-3.9%,2%,3.8%,-5%,1.2,CCOc1ccc(NC(=S)N2CCCN(Cc3cc(C)ccc3C)C2)cc1
-16%[20 µM],0%,6%,-41%,1.1%,5%,-3.9%,-6%,1.1,CCCn1cc(CN2CCCC(CNC(=O)c3ccc(F)cc3)C2)c(C)n1 (configuration not stated)
12%[20 µM],6%,14%,-25%,0.6%,6%,-6.7%,-6%,1.1,CC(C)CNC(=O)C(=O)NCCCN1CCOCC1
16%,-1%,25%,-11%,-5.3%,-3%,-3.8%,-6%,1,c1csc(-c2nn3cnnc3c3ccccc23)c1
-12%,7%,17%,-11%,0.4%,16%,-3.0%,-1%,1.1,CCOc1cc(C(=O)Nc2ccc(NC(C)=O)cc2)ccc1OCC(=O)N1CCCCC1
11%,10%,7%,-18%,-1.5%,-4%,-1.5%,2%,1.1,CCOC(=O)c1c(C(C)(C)C)oc2ccc(OCC#N)cc12
47%,-1%,17%,19%,-2.7%,6%,-5.7%,-5%,1.1,C=CCOc1c2ccc(C(=O)NCc3ccc(C)cc3)cc2nn1C
5%,3%,18%,-27%,-0.2%,2%,-3.0%,-4%,1.1,CCCCNC(=S)N(C)/N=C/c1c(F)c(F)c(F)c(F)c1F
-22%,3%,11%,1%,-12%,108%*,-3.4%,5%,1.1,Cc1ccc(C2CC(C(F)(F)F)n3ncc(C(=O)NCc4ccco4)c3N2)cc1 (configuration not stated)
-67%,21%,-195%,-71%,-3.5%,6%,-14%,2%,0.7,COc1ccc(-n2c(C)cc(/C=C3\SC(=S)NC3=O)c2C)cc1
17%,x,16%,-8%,2.1%,x,x,-16%,x,CC(C)CCN(CCC(C)C)CC(O)Cn1c2ccccc2c(=O)c2ccccc21 (configuration not stated)
-5%,6%,-86%,-20%,7.9%,-1%,-3.6%,-1%,1.1,CN(C)c1cccc(-c2nnc(SCCCC#N)o2)c1
-16%,-24%,-60%,-35%,1.7%,-5%,-2.4%,-7%,1.3,O=C(NCCc1ccccc1)Nc1ccc(Cl)cc1
-22%[20 µM],x,9%,-18%,-4.5%,x,x,-6%,x,CC1(C)CC(NC(=O)c2cc(Cl)ccc2Cl)CC(C)(C)N1
-24%,8%,-17%,-66%,-3.0%,3%,-0.3%,-6%,1,O=C(C/C(=N\NC(=O)c1ccccc1Br)C(F)(F)F)c1cccs1
-30%,x,12%,-17%,-0.9%,x,x,2%,x,O=C(COc1ccc(Br)cc1)NNC(=S)NCc1ccccc1
26%,2%,-5%,-24%,-7.9%,-3%,0.1%,-5%,1.1,CC(C)N1CCc2c(sc(NC(=O)CN3C(=O)c4ccccc4C3=O)c2C(N)=O)C1
-2%[20 µM],x,3%,-36%,-1.3%,x,x,-9%,x,Cc1nc(Nc2ccc(Cl)cc2)c(C#N)c(=O)[nH]1
10%[20 µM],2%,13%,-10%,-0.2%,10%,-2.9%,-2%,1.1,COc1ccc([N+](=O)[O-])cc1N(CC(=O)NCCSc1ccccc1)S(C)(=O)=O
-6%,x,9%,2%,-0.4%,x,x,-7%,x,C=CCOc1cccc(C2c3c(oc4ccc(F)cc4c3=O)C(=O)N2CCCN2CCOCC2)c1 (configuration not stated)
15%,-3%,9%,-20%,-1.1%,-6%,-1.6%,68%*,1.1,c1ccc2c(CN3CCCCC3)csc2c1
11%,-12%,10%,9%,-3.6%,-5%,-2.7%,-14%,1,O=C(NC1CCCCC1)c1cc(Cl)ccc1[N+](=O)[O-]
33%,11%,-21%,27%,42%,21%,0.5%,4%,1.1,Cc1ccc(S(=O)(=O)N(CC(=O)Nc2cccc([N+](=O)[O-])c2)Cc2ccc(Cl)cc2)cc1
2%,-7%,-11%,-16%,-5.3%,0%,-5.9%,-8%,1.1,CCOC(=O)Cc1cnc(NC(=O)c2ccccc2)s1
-40%,x,4%,-2%,2.0%,x,x,-7%,x,COc1ccc(-c2noc(CN(C)C(=O)c3ccoc3C)n2)cc1
14%,x,20%,3%,2.5%,x,x,-6%,x,COCC(C)NC(=O)c1cc2cccc([N+](=O)[O-])c2[nH]1 (configuration not stated)
-50%,9%,6%,-10%,-4.2%,10%,-1.2%,-10%,1.1,O=c1oc(-c2cccc(Cl)c2)nc2c1cnn2-c1ccccc1
-8%,3%,-14%,-10%,0.0%,14%,-2.2%,2%,1.1,COc1ccc(-c2csc(N3CCN(C(=O)c4ccccc4)CC3)n2)cc1
-4%,x,6%,13%,0.8%,x,x,-3%,x,O=C1CC(N2CCN(c3ccc(F)cc3)CC2)C(=O)N1Cc1ccccc1 (configuration not stated)
-70%[20 µM],5%,10%,-16%,-5.8%,-5%,-5.3%,-7%,1.1,CC(=O)Nc1cccc(NC(=O)C(F)(F)F)c1

Carrying on:
KOR beta-arrestin-1,human PMI inhibitors,NOD2 inhibition,NOD1 inhibition,KOR beta-arrestin-2,PMI inhibitors,XIAP antagonists,LYP inhibition,TNAP activation fold,structure
-4%,-19%,1%,-19%,0.5%,-14%,-6.3%,-10%,1.1,Cc1ccc(S(=O)(=O)NN=C2CCC(C(C)(C)C)CC2)cc1[N+](=O)[O-] (configuration not stated)
9%,-4%,10%,-37%,-5.1%,-4%,-3.5%,-9%,0.9,CC(C)(C)NC(=O)C(=O)NN=C1CCCCCCC1
13%,20%,-11%,0%,-0.5%,21%,-10%,-1%,1,CCOc1ccc(-c2nc(CN(Cc3ccccc3)C[C@@H]3CCC(=O)N3)c(C)o2)cc1
-16%,x,15%,-13%,4.2%,x,x,-6%,x,COc1ccc2c(c1)c1nnc(SCC(=O)NC3CC3)nc1n2C
1%,x,-1%,-21%,-11%,x,x,-5%,x,COc1cc2nc(NC(=O)c3ccc(F)cc3Cl)sc(=O)c2cc1OC
-51%,9%,5%,20%,-4.2%,13%,-4.3%,-3%,1.1,CN(c1ccc(C(=O)NCCSCc2ccco2)cc1)S(C)(=O)=O
15%,4%,-8%,-51%,-1.4%,10%,-4.1%,-3%,1,CCOC(=O)N1CCN(Cc2nc(CC3CC3)no2)CC1

Rewritten in markdown: part of the list above
| smiles | KOR beta-arrestin-1 | human PMI inhibitors | NOD2 inhibition | NOD1 inhibition | KOR beta-arrestin-2 | PMI inhibitors | XIAP antagonists | LYP inhibition | TNAP activation fold |
| --- | --- | --- | --- | --- | --- | --- | --- | --- | --- |
| CCOc1ccc(-c2nc(CN(Cc3ccccc3)C[C@@H]3CCC(=O)N3)c(C)o2)cc1 | 13% | 20% | -11% | 0% | -0.5% | 21% | -10% | -1% | 1 |
| COc1cc2nc(NC(=O)c3ccc(F)cc3Cl)sc(=O)c2cc1OC | 1% | x | -1% | -21% | -11% | x | x | -5% | x |
| COc1ccc2c(c1)c1nnc(SCC(=O)NC3CC3)nc1n2C | -16% | x | 15% | -13% | 4.2% | x | x | -6% | x |
| Cc1ccc(S(=O)(=O)NN=C2CCC(C(C)(C)C)CC2)cc1[N+](=O)[O-] (configuration not stated) | -4% | -19% | 1% | -19% | 0.5% | -14% | -6.3% | -10% | 1.1 |

Assay outcomes as filed in PubChem.
